NTMT1 inhibitor: NTMT1 methyltransferase inhibition; Q9BV86; NTMT1 MTase-Glo SAH luminescence, purified enzyme; Potency, µM (doses to about 114 µM), inactives show top-dose activity change, negative = inhibition, most hits filed as inhibitors; 2.5% of 59,000 active; AID 1645870;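 note: plate controls were DMSO vehicle for no effect and no enzyme for full effect; nearly all actives have a fitted effect of over 65% in size; many of its hits are not listed in these tables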
Target sequence (Q9BV86 whole entry, looked up): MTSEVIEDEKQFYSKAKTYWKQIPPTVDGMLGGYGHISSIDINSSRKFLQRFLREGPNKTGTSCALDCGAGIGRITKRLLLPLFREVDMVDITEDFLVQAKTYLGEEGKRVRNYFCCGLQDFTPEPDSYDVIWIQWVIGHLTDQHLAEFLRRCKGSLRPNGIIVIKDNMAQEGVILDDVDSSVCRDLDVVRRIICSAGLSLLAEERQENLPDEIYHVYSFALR
FH mod: Identification of activators of human fumarate hydratase by quantitative high-throughput screening; FH coupled MDH/diaphorase resazurin fluorescence, 15 min; Potency, µM (series often up to 79.9 µM), for the others: top-dose activity change, negative = inhibition, usual class: inhibitors; Fumarate hydratase, mitochondrial (Homo sapiens), P07954; 0.22% of 54,000 active; note: the screen sought activators but most active calls are inhibition curves; nearly all actives have a fitted effect of over 45% in size
Target sequence (P07954 whole entry, looked up): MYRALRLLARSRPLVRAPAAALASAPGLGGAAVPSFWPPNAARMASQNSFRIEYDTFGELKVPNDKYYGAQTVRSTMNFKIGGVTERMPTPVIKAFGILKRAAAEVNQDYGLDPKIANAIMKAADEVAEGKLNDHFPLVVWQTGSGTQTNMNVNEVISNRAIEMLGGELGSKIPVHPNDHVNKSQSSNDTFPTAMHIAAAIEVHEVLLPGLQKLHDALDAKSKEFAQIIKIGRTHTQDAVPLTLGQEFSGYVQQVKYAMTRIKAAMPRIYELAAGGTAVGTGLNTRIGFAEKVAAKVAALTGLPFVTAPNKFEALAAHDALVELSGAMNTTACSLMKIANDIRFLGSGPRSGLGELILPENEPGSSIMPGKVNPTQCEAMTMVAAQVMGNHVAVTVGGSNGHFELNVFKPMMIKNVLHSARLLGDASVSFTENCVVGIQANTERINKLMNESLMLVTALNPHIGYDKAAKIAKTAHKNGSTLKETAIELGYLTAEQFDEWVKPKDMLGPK
Numbers without * were called inactive; ? = inconclusive; & = joins results of further samples; ! = not active in a repeat; [ ] = remark or other dose. Calls come from the whole dose curve; as a rule, active = well fitted curve in the direction sought with a large enough effect; inconclusive = small, poorly fitted or top-dose-only effect, or another doubt; inactive = no such curve, though single readings can be large; an effect the other way counts as inactive or inconclusive. Unless noted, % is set by controls: 0 for no effect and ±100 for the full control effect; potency is the fitted concentration of half-maximal effect.

compound	NTMT1 inhibitor	FH mod
O=C(Nc1ccnc(NC(=O)C2CC2)c1)c1c(Cl)cccc1Cl	10%[57.5 µM]	27%
CCCCN(CCCC)CC(O)c1cc(Cl)cc2c1-c1ccc(Cl)cc1C2=Cc1ccc(Cl)cc1 (configuration not stated)	15%[57.5 µM]	0%[53.3 µM]
CC(C)(O)CC(=O)NCCn1ccc2ncnc(Nc3ccc(Oc4cccc(C(F)(F)F)c4)c(Cl)c3)c21	3%	?
Cn1c(CNc2ccc(C(=N)N)cc2)nc2cc(C(=O)N(CCC(=O)O)c3ccccn3)ccc21	?	0%
CCOC(N)=O	14%[57.5 µM]	-1%[53.3 µM]
CC(=O)Nc1ccc(CC(=O)O)cc1	6%[57.5 µM]	4%[53.3 µM]
C[N+]1(C)CCC(=C(c2ccccc2)c2ccccc2)CC1	33%[activator][57.5 µM]	1%[53.3 µM]
COc1cc2c(cc1OC)-c1[nH]nc(Nc3cccc(F)c3)c1C2	-3%[57.5 µM]	-10%
CC[C@H](CO)Nc1nc(NCc2ccc(-c3ccccn3)cc2)c2ncn(C(C)C)c2n1	-4%[57.5 µM]	-3%
C1COC(NC(C2CC2)C2CC2)=N1	15%	-5%&0%&19%[53.3 µM]
N[C@H]1CN(c2c(F)cc3c(=O)c(C(=O)O)cn(C4C[C@@H]4F)c3c2Cl)CC12CC2 (some centres not stated)	?	0%[53.3 µM]
CC(C(=O)O)c1ccc2c(c1)CC(=O)c1ccccc1S2 (configuration not stated)	4%&-4%&12%[57.5 µM]	-3%

Structures listed so far containing four or more nitrogen atoms, in the order listed:
compound	NTMT1 inhibitor	FH mod
CC(C)(O)CC(=O)NCCn1ccc2ncnc(Nc3ccc(Oc4cccc(C(F)(F)F)c4)c(Cl)c3)c21	3%	?
Cn1c(CNc2ccc(C(=N)N)cc2)nc2cc(C(=O)N(CCC(=O)O)c3ccccn3)ccc21	?	0%
CC[C@H](CO)Nc1nc(NCc2ccc(-c3ccccn3)cc2)c2ncn(C(C)C)c2n1	-4%[57.5 µM]	-3%

(list continues)
compound	NTMT1 inhibitor	FH mod
COc1cccc(Nc2ncnn3ccc(CN4CC[C@@H](N)[C@H](O)C4)c23)c1	?	?
Cc1ccc(N(CC2=NCCN2)c2cccc(O)c2)cc1	89µM*!	-3%&-5%&-16%[53.3 µM]
CCC(CC)n1ccc2c(C(=O)NCc3c(C)cc(C)[nH]c3=O)cc(C#N)cc21	0%[57.5 µM]	6%
COc1ccc(OC)c(-c2ccc(NC(=O)c3ccncc3F)cc2)c1	3%[57.5 µM]	0%
CNCCCN1c2ccccc2CCc2ccccc21	10%[57.5 µM]	-29%&0%[53.3 µM]
CC(C)c1cc(-c2n[nH]c(=O)n2-c2ccc3c(ccn3C)c2)c(O)cc1O	28µM*!	1%
COc1ccnc2[nH]cc(C(=O)C(=O)N3CCN(C(=O)c4ccccc4)C[C@@H]3C)c12	-7%[57.5 µM]	8%[53.3 µM]
CNC(=O)Nc1ccc(OC)c(NC(=O)NC(=O)c2cc(F)c(F)cc2Cl)c1	33%[activator][57.5 µM]	-17%
CCNC(=O)NCCCOc1cccc(CN2CCCCC2)c1	3%[57.5 µM]	4%[53.3 µM]
Cc1cc2c(F)c(Oc3ncnn4cc(OC[C@@H](C)O)c(C)c34)ccc2[nH]1	3%	-2%[53.3 µM]
Oc1ccc2c(c1)OCC1(O)Cc3cc(O)c(O)cc3C21 (configuration not stated)	?	?
CC(C)(Cc1nc(-c2ccc(O)cn2)no1)C(=O)NC1=C(C(=O)O)CCCC1	4%[57.5 µM]	10%

2 of the compounds above, with values under each structure:
Results follow in this order: NTMT1 inhibitor	FH mod
> Oc1ccc2c(c1)OCC1(O)Cc3cc(O)c(O)cc3C21 (configuration not stated)
  ?	?
> CC(C)(Cc1nc(-c2ccc(O)cn2)no1)C(=O)NC1=C(C(=O)O)CCCC1
  4%[57.5 µM]	10%

(continued)
compound	NTMT1 inhibitor	FH mod
O=C(Nc1ccc2[nH]nc(-c3ccncc3)c2c1)[C@@H]1CCN(CC(=O)N2CCN(c3ccc(-c4ncccn4)cc3)CC2)C1	-18%	9%
Cc1c(F)cc(C(=O)NC2CC2)cc1-c1ccc(C(=O)NCC(C)(C)C)cn1	?	3%&1%
O=C(O)[C@H](Cc1ccccc1)Oc1ccc(-c2ccccc2)cc1	5%[57.5 µM]	1%
O=C(O)[C@@H]1C[C@H]2C[C@@H](CCc3nn[nH]n3)CC[C@H]2CN1	-3%[57.5 µM]	6%
Oc1ccc(C2CNCCc3c2cc(O)c(O)c3Cl)cc1 (configuration not stated)	?	?
O=c1c2cccnc2n(-c2cccc([N+](=O)[O-])c2)c(=O)n1Cc1ccncc1	-4%[57.5 µM]	1%
O=C(NCc1cccc(O)c1)c1cc2cc(F)ccc2[nH]1	0%[57.5 µM]	1%
CS(=O)(=O)c1ccc(-c2cnc(N)c(C(=O)Nc3ccccc3)n2)cc1	7%&2%[57.5 µM]	2%
Cc1ccc(S(=O)(=O)NC(=O)NC2CCCCC2)cc1	35%[activator][57.5 µM]	1%[53.3 µM]
COc1ccncc1C(=O)NC(=O)Nc1ccc(-c2ccccc2)c(C(F)(F)F)c1	2%[57.5 µM]	0%
CNC(=O)c1nn(C)c2c1C(C)(C)Cc1cnc(Nc3ccc(N4CCN(C)CC4)cc3)nc1-2	-8%	1%
Cc1cccc(-c2nn3c(c2-c2ccnc4ccc(C(N)=O)cc24)CCC3)n1	-5%	6%
CCn1c(-c2nonc2N)nc2cncc(C(=O)N3CC[C@H](N)C3)c21	-7%	-5%
CCn1c(-c2nonc2N)nc2c(C#CC(C)(C)O)ncc(OC[C@H]3CCCNC3)c21	?	5%[53.3 µM]
COc1cc(CCc2cc(NC(=O)c3ccc(N4CC(C)NC(C)C4)cc3)n[nH]2)cc(OC)c1 (configuration not stated)	5%[57.5 µM]	3%
CO/N=C(/C(=O)N[C@@H]1C(=O)N2C(C(=O)O)=C(Cn3nnc(C)n3)CS[C@H]12)c1csc(N)n1	40%[activator][57.5 µM]	5%[53.3 µM]
C[C@@H](Oc1ccc2[nH]nc(C=Cc3cnn(CCO)c3)c2c1)c1c(Cl)cncc1Cl	?	-14%[53.3 µM]
CN1CCC(CNc2ccc3ncc(-c4cccc(OC(F)(F)F)c4)n3n2)CC1	16µM*	?
O=S(=O)(NCC1CC1)c1ccc(Nc2nccc(N3CCCc4cc(O)ccc43)n2)cc1	3%[57.5 µM]	-19%
CN1C(=O)N[C@@H](Cc2c[nH]c3c(Cl)cccc23)C1=O	?	-2%
CC(C)(C)NS(=O)(=O)c1ccc(-c2ccc3[nH]nc(N)c3c2)cc1	12%[57.5 µM]	0%
CC(=O)Oc1ccc(C(=C2CCCCC2)c2ccc(OC(C)=O)cc2)cc1	3%[57.5 µM]	-1%[53.3 µM]
Cc1cc2c(F)c(Oc3ncnn4cc(OCC(C)OC(=O)C(C)N)c(C)c34)ccc2[nH]1 (configuration not stated)	?	-29%
CCn1c(N)c(C(=O)NC)c(=O)c2ccc(C#CC(C)(O)COC)nc21 (configuration not stated)	?	-1%
CCCOC(=O)c1ccc(N)cc1	-1%[57.5 µM]	-1%[53.3 µM]
COc1cc2ncnc(Nc3cccc(Cl)c3)c2cc1OC	25µM*	-2%
COc1ccc([C@H]2CNC(=O)C2)cc1OC1CCCC1	1%[57.5 µM]	6%
CC(C)NCC(C(=O)N1CCN(c2ncnc3c2C(C)CC3O)CC1)c1ccc(Cl)cc1 (configuration not stated)	2%[57.5 µM]	7%
CCCc1nc(C(C)(C)O)c(C(=O)O)n1Cc1ccc(-c2ccccc2-c2nn[nH]n2)cc1	14%	16%[53.3 µM]
CCCCC(CC)CNC(=O)CC(C)OC(=O)CCC(=O)O (configuration not stated)	15%[57.5 µM]	3%[53.3 µM]
CCCCNc1nc(N)c2[nH]c(=O)n(Cc3ccc(OCCN(C)C)nc3)c2n1	3%[57.5 µM]	-8%
O=C(O)Cc1ccc2oc(-c3ccc(NC(=O)/C=C/c4ccc(Br)cc4)c(F)c3)nc2c1	1%[57.5 µM]	0%
CCN(CC)C(=O)c1ccc(Nc2nc(OCC3CCCCC3)c3[nH]cnc3n2)cc1	-5%[57.5 µM]	?
COCCCNCC1COc2ccccc2O1 (configuration not stated)	2%[57.5 µM]	-1%
CC(C)=CCC[C@](C)(O[C@@H]1O[C@H](CO)[C@@H](O)[C@H](O)[C@H]1O)[C@H]1CC[C@]2(C)[C@@H]1[C@H](O)CC1[C@@]3(C)CC[C@H](O)C(C)(C)C3[C@@H](O[C@@H]3O[C@H](CO)[C@@H](O)[C@H](O)[C@H]3O)C[C@]12C (some centres not stated)	3%[12.6 µM]	7%[20.6 µM]
c1ccc(-c2cnc(Nc3ccc(OCCN4CCCC4)cc3)s2)cc1	-5%[57.5 µM]	?
Cn1nccc1Nc1nccc(-c2ccn([C@H](CO)c3ccc(Cl)c(F)c3)c(=O)c2)n1	11%	1%
Cc1nc2cc(C(=O)NCc3ccccn3)nn2c(C)c1Cc1cccc(Cl)c1	-3%[57.5 µM]	-16%
CC(=O)O[C@@]12CO[C@@H]1C[C@H](O)[C@@]1(C)C(=O)[C@H](O)C3=C(C)[C@@H](OC(=O)[C@H](O)[C@@H](NC(=O)OC(C)(C)C)c4ccccc4)C[C@@](O)([C@@H](OC(=O)c4ccccc4)C12)C3(C)C (some centres not stated)	-16%[29.8 µM]	-3%[53.3 µM]
COC(=O)c1sccc1S(=O)(=O)Nc1ccc(Nc2ccccc2)cc1OC	6%[57.5 µM]	-24%
CC1COC(Nc2ccc3ncnc(Nc4ccc(OCc5nccs5)c(Cl)c4)c3c2)=N1 (configuration not stated)	-21%[57.5 µM]	0%
COc1cc2c(cc1-c1c(C)noc1C)ncc1[nH]c(=O)n(C(C)c3ccccn3)c12 (configuration not stated)	6%[57.5 µM]	1%
CCC(=O)N1CCN(c2ccc(-n3c(=O)ccc4cnc5ccc(-c6cnc7ccccc7c6)cc5c43)cc2C(F)(F)F)CC1	-5%[57.5 µM]	?
CN1CCCN=C1COC(=O)C(O)(c1ccccc1)C1CCCCC1 (configuration not stated)	?	1%[53.3 µM]
CC1Cc2ccccc2N1NC(=O)c1ccc(Cl)c(S(N)(=O)=O)c1 (configuration not stated)	7%	16%&-1%[53.3 µM]
Fc1ccc2[nH]ccc2c1-c1nc(N2CCOCC2)c2sc(CN3CCN(CC4CC4)CC3)cc2n1	-8%	-7%
COc1cc2nc(-c3cc(F)ccc3O)nc(N[C@@H]3CNC[C@@H]3C(C)(C)O)c2cc1OC	?	-25%[53.3 µM]
Cc1cccc2c1NC(=O)C2(c1ccc(O)cc1)c1ccc(O)cc1	-7%[57.5 µM]	-2%
Cc1cc(NC(=O)c2cccc(NC(=O)/C=C/CN(C)C)c2)ccc1Nc1nccc(-c2cccnc2)n1	?	?
CN1CCN(Cc2ccc(NC(=O)Cc3ccc(Oc4cc(NC(=O)C5CC5)ncn4)cc3)cc2C(F)(F)F)CC1	3%[57.5 µM]	-3%
COc1ccc(C[C@H]2COC(=O)[C@@H]2Cc2ccc(O[C@@H]3O[C@H](CO)[C@@H](O)[C@H](O)[C@H]3O)c(OC)c2)cc1OC	-5%[29.8 µM]	2%[53.3 µM]
NS(=O)(=O)c1cc2c(cc1Cl)CN(C1CCCCC1)C2=O	12%[57.5 µM]	5%[53.3 µM]
N[C@@H](Cc1c[nH]c2ccc(O)cc12)C(=O)O	-2%&-20%[57.5 µM]	-17%&-10%&-6%[53.3 µM]
Cc1c(C(=O)N2CCOc3ccc(-c4ccc(N)nc4)cc3C2)ccc(S(C)(=O)=O)c1F	50µM*!	5%
N#Cc1ccc(C(c2ccc(C#N)cc2)n2cncn2)cc1	7%	13%[53.3 µM]
O=C(O)CCC(=O)c1ccc(-c2ccccc2)cc1	13%[57.5 µM]	-2%[53.3 µM]

Rewritten with each value named: four of the compounds above.
structure: Cn1c(CNc2ccc(C(=N)N)cc2)nc2cc(C(=O)N(CCC(=O)O)c3ccccn3)ccc21
  NTMT1 inhibitor: ?
  FH mod: 0%

structure: Cc1cc(NC(=O)c2cccc(NC(=O)/C=C/CN(C)C)c2)ccc1Nc1nccc(-c2cccnc2)n1
  NTMT1 inhibitor: ?
  FH mod: ?

structure: Oc1ccc2c(c1)OCC1(O)Cc3cc(O)c(O)cc3C21 (configuration not stated)
  NTMT1 inhibitor: ?
  FH mod: ?

structure: COc1cc(CCc2cc(NC(=O)c3ccc(N4CC(C)NC(C)C4)cc3)n[nH]2)cc(OC)c1 (configuration not stated)
  NTMT1 inhibitor: 5%[57.5 µM]
  FH mod: 3%

Assay outcomes: PubChem, National Center for Advancing Translational Sciences (NCATS)

This is a subset; count on the stated rates, not on these rows.
